Bioassay records as filed in PubChem BioAssay.
FUS suppressor = qHTS for Suppressors of FUS Proteinopathy: Primary screen using FUS-linked yeast assay | S. cerevisiae FUS-expressing, growth rescue, OD600, 24 h | Potency, µM (series often up to 76.6 µM), inactives show at the highest dose growth rescue (activation), hits mostly activators | actives 0.24% (n = 390,000);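 note: potency is the fitted concentration of half-maximal effect; plate controls were DMSO vehicle for no effect and reference control for full effect; nearly all actives have a fitted effect of over 55% in size; some results filed as inactive show a strong effect at the top dose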
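Restored growth of FUS-toxic S. cerevisiae, read as 600 nm absorbance after 24 h at 30C in galactose medium (starting OD 0.005). Controls CP55940 and DMSO.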
pAkt inh = HTS Assay for Inhibitors of Akt Phophorylation: Primary Screen; Neuro2A IGF-stimulated pAkt S473 HTRF, 20 min; active compounds read low; activity change, % for hits at 50 µM; actives 0.32% (n = 360,000); AID 651550, 2012; in the data active = activity change below about -80%; inconclusive = mostly about -51% to -80%; note: % is set by controls: 0 for no effect and ±100 for the full control effect
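Single-point screen (50 µM final compound) in Neuro2A cells stimulated 20 min with 6 nM IGF at 37 deg C. After lysis, Ser473-phosphorylated Akt read by HTRF (ex 330 nm, em 615/665 nm) as the 665/615 ratio.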
Abeta rescue = qHTS for compounds that reverse cellular toxicity of Amyloid beta (A-beta) peptide in yeast: Primary Screen; yeast expressing A-beta42, growth rescue, OD600, 48 h; response scale: 0% DMSO, 100% iron-clioquinol control; Potency, µM (top dose mostly 46.1 µM), without a hit: at the top dose growth rescue, usual class: activators; actives 0.063% (n = 410,000); note: potency is the fitted concentration of half-maximal effect; nearly all actives have a fitted effect of over 55% in size
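Yeast A-beta toxicity model in growth medium with pinned compounds, 48 h at 30 C; growth read as absorbance at 600 nm. Normalized to FeCl3/clioquinol equimolar mix (positive) and DMSO (negative).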
TDP-43 yeast inh = qHTS of TDP-43 Inhibitors; TDP-43 expressing yeast growth rescue, BacTiter-Glo, 24 h; actives 1.8% (n = 410,000); Potency, µM (doses to about 46.1 µM), inactives show top-dose growth rescue (activation), usual class: activators; note: potency is the fitted concentration of half-maximal effect; % of control where 0% means no effect; nearly all actives have a fitted effect of over 50% in size
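Cell-based yeast growth screen: TDP-43 expression induced in galactose, inoculum OD600=0.02 after raffinose pregrowth to mid-log. Read-out BacTiter-Glo luminescence at 24 hr, 30 deg C; inhibition of toxicity seen as signal increase.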
D3 antag = qHTS of D3 Dopamine Receptor Antagonist: qHTS; D3R cells, DiscoveRx beta-arrestin luminescence, antagonist mode; active compounds read low; max response, negative = inhibition, %; actives 2.5% (n = 360,000); AID 652054, 2013; in the data active = max response below about -50%; inconclusive = no clear call, values can overlap the other calls; note: % is set by controls: 0 for no effect and ±100 for the full control effect; mostly tested at two doses, the higher about 12 µM
Target sequence (P35462 whole entry, looked up): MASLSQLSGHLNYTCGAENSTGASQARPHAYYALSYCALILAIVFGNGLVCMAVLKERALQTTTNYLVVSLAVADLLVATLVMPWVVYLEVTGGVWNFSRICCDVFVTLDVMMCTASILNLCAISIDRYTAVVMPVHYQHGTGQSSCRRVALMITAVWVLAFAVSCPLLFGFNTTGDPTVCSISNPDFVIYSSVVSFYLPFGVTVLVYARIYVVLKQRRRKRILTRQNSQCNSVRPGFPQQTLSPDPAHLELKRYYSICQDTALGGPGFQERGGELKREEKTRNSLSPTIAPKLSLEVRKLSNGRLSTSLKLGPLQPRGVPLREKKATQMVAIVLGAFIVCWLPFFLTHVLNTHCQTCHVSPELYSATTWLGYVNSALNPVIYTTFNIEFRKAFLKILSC
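Cells expressing the human receptor were seeded at 1500 cells/well, incubated overnight at 37 degrees C in 5% CO2, then exposed to library compounds with dopamine controls for 90 minutes at 37 degrees C before luminescent detection.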
GLP-1R agonist = qHTS of GLP-1 Receptor Agonists; Potency, µM (series often up to 45.6 µM), for inactives: at the highest dose activation, hits mostly activators; actives 0.007% (n = 380,000); Glucagon-like peptide 1 receptor (Homo sapiens), P43220; AID 624172, 2012; HEK293 GLP-1R CRE-luciferase, luminescence, 4-6 h; cells express a hypersensitive GLP-1R form; note: potency is the fitted concentration of half-maximal effect; % of control where 0% means no effect
Target sequence (P43220 whole entry, looked up): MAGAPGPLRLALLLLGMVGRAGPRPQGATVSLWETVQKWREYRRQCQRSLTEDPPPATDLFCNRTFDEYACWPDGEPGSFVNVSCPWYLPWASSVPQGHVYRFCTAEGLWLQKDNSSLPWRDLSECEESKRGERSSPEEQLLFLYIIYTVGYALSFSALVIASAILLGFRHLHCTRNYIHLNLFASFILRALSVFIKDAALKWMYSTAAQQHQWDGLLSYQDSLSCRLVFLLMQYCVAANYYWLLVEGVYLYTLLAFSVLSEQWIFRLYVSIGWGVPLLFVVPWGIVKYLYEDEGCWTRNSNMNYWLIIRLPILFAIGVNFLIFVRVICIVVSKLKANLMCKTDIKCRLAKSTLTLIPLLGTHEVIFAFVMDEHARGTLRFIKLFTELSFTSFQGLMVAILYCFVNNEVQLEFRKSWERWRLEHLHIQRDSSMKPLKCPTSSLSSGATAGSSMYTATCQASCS
PTHR1 agonist = qHTS for PTHR1 Agonists: Primary Screen; Parathyroid hormone/parathyroid hormone-related peptide receptor (Homo sapiens), Q03431; HEK293 GP2 PTHR1 cells, GloSensor cAMP luminescence, 1 h; Potency, µM (highest dose often 115 µM), inactives show at the highest dose activation, hits mostly activators; actives 0.075% (n = 410,000); note: potency is the fitted concentration of half-maximal effect; nearly all actives have a fitted effect of over 55% in size; some results filed as inactive show a strong effect at the top dose; inactives centre near -15; many of its hits are not listed in these tables
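HEK-293-derived GP2 cells expressing PTHR1 and a GloSensor cAMP reporter, 3,000/well, plated overnight, given luciferin plus IBMX (each 0.5 mM as added) for 1 h at 37 °C, then compound for 1 h at 37 °C. Luminescence was read after 15 min at room temperature.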
aSyn yeast inh = qHTS of alpha-syn Inhibitors; Yeast expressing alpha-synuclein, growth rescue, BacTiter-Glo, 24 h; Potency, µM (top dose mostly 46.1 µM), without a hit: at the top dose growth rescue (activation), actives largely listed as activators; actives 0.14% (n = 370,000); note: potency is the fitted concentration of half-maximal effect; % of control where 0% means no effect; nearly all actives have a fitted effect of over 65% in size
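Galactose-induced alpha-syn yeast (OD600=0.02, raffinose-pregrown) + pinned cpd, 24 hr, 30 deg C; growth by BacTiter-Glo luminescence. Growth restoration scores as activation.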
GLP1R inv ag = qHTS of GLP-1 Receptor Inverse Agonists (Inhibition Mode); actives 1.6% (n = 410,000); Glucagon-like peptide 1 receptor (Homo sapiens), P43220; Potency, µM (doses to about 38.3 µM), for the others: at the top dose activity change, negative = inhibition, usual class: inhibitors; HEK293 GLP-1R CRE-luciferase, luminescence, 24 h; GLP-1R form is constitutively active; note: potency is the fitted concentration of half-maximal effect; % is set by controls: 0 for no effect and ±100 for the full control effect; nearly all actives have a fitted effect of over 55% in size
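GLP-1R inverse agonism mode: basal reporter luminescence in engineered HEK293 cells measured after one day of compound exposure at 37 deg C, with a 12 min room-temperature detection step.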
* marks the source's active call; other numbers are inactive results; i = inactive; ? = inconclusive; . = no result given; [ ] = dose if it differs, or a comment. Unless noted, calls come from the whole dose curve; as a rule, active = well fitted curve in the direction sought with a large enough effect; inconclusive = small, poorly fitted or top-dose-only effect, or another doubt; inactive = no such curve, though single readings can be large; an effect the other way counts as inactive or inconclusive. Some of the compounds tested; the hit share may differ from the screen's.

SMILES	FUS suppressor	pAkt inh	Abeta rescue	TDP-43 yeast inh	D3 antag	GLP-1R agonist	PTHR1 agonist	aSyn yeast inh	GLP1R inv ag
OC(CNCc1ccco1)COc1ccccc1 (stereo unspecified)	.	i	-14%	-17%	-55*	8%	-11%	-11%	-21%
O=C(Nc1ccccn1)C1(c2cccs2)CCOCC1	.	i	-6%	-11%	-7	2%	3%	0%	17%
O=C(Nc1ccc(C(=O)OCc2cc(=O)n3c4c(sc3n2)CCCC4)cc1)c1ccccc1	-13%	.	-3%	14%	.	.	-11%	.	8%
CCN1C(=O)/C(=C2/C=CC=CN2C)SC1=S	1%	i	0%	-13%	-14	-3%	-22%	-10%	40%[activator]
CCOc1cc(CN2CCN(S(=O)(=O)c3ccc(C)cc3)CC2)ccc1OC	-4%	.	-25%	16%	.	.	-5%	.	11%
CCCCCC(=O)Nc1cccc(C2=NOC3(C2)C[C@H](C(N)=O)N(C(=O)CC)C3)c1 (stereo partly specified)	-1%	i	-7%	-4%	-11	11%	10%	-1%	20%
Cc1ccc(C2=[N+]([O-])C3(CCCCC3=O)N(O)C2(C)C)cc1 (stereo unspecified)	13%	i	-6%	-6%	-21	4%	i	2%	10%
CCOc1ccc(N(CC(=O)N2CCCCCC2)S(=O)(=O)c2ccc(F)cc2)cc1	32%	i	0%	16%	-2	7%	-23%	-6%	?
Cc1ccc(S(=O)(=O)N2CCOCC2)cc1NC(=O)COC(=O)CCn1c(C)csc1=O	19%	i	5%	-7%	-18	-6%	i	-12%	6%
CCN(/C=N/c1sc2c(c1C#N)CC(C)(C)NC2(C)C)CC	-8%	i	7%	-21%	-12	0%	i	3%	-14%
COc1cccc(NC(=S)NC2CC(C)(C)NC(C)(C)C2)c1	.	i	17%	28%	-2	8%	i	-8%	-19%
COC(=O)c1ccccc1NC(=O)c1cc2c(s1)-c1ccccc1OC2	-9%	.	-13%	0%[9.22 µM]	.	.	i	.	-26%
CCn1c(CCn2ccnc2C)n[nH]c1=S	0%	i	9%	-8%	21	-6%	i	2%	20%
CCOP(=O)(c1ccccc1)C(O)c1ccc([N+](=O)[O-])cc1 (stereo unspecified)	-3%	i	11%	4%	7	-1%	-20%	3%	-1%
COc1cc(/C=C/C(=O)OCC(=O)NCc2ccco2)ccc1OCC#N	-8%	i	-20%	3%	6	6%	i	0%	-3%
O=C(NCCc1ccccc1)C(=O)Nc1ccc2c(c1)OCCO2	-39%	i	-8%	23%	20	13%	-5%	-2%	25%
CC[C@]1(C(=O)OC)[C@H]2C(=O)N(C)C(=O)[C@H]2[C@H]2CN=C(SCc3ccc(Cl)cc3)N21	-27%	i	-2%	14%	-5	-1%	i	-1%	9%
CCCCn1c(N)c(N(CC(C)C)C(=O)c2cccc(S(=O)(=O)N3CCN(C(C)=O)CC3)c2)c(=O)[nH]c1=O	1%	i	6%	11%	-12	-12%	-6%	-6%	15%
CCC1Oc2ccc(Cl)cc2N(CC(=O)NCCc2ccc(Cl)cc2)C1=O (stereo unspecified)	-5%	.	-3%	13%	.	.	-3%	.	-3%
COc1ccc(NC(=O)N(C)C[C@@H]2OCc3cnnn3CCCC(=O)N([C@H](C)CO)C[C@@H]2C)cc1	-13%	i	0%	5%	-29	-7%	-23%	-4%	6%

Quoted from the listing.
Abeta rescue result of CCOc1cc(CN2CCN(S(=O)(=O)c3ccc(C)cc3)CC2)ccc1OC reads -25%
GLP-1R agonist result of CCCCCC(=O)Nc1cccc(C2=NOC3(C2)C[C@H](C(N)=O)N(C(=O)CC)C3)c1 (stereo partly specified) reads 11%
GLP1R inv ag result of OC(CNCc1ccco1)COc1ccccc1 (stereo unspecified) reads -21%

The main list resumes with the 2 entries that preceded the break.
SMILES	FUS suppressor	pAkt inh	Abeta rescue	TDP-43 yeast inh	D3 antag	GLP-1R agonist	PTHR1 agonist	aSyn yeast inh	GLP1R inv ag
CCC1Oc2ccc(Cl)cc2N(CC(=O)NCCc2ccc(Cl)cc2)C1=O (stereo unspecified)	-5%	.	-3%	13%	.	.	-3%	.	-3%
COc1ccc(NC(=O)N(C)C[C@@H]2OCc3cnnn3CCCC(=O)N([C@H](C)CO)C[C@@H]2C)cc1	-13%	i	0%	5%	-29	-7%	-23%	-4%	6%
CCCCC1(C(=O)OCC)CC(CSC(=N)N)OC1=O (stereo unspecified)	-19%	i	-5%	-14%	6	6%	-1%	2%	14%
Cc1oc(C(=O)O)cc1COc1ccccc1Cl	0%	i	8%	?	4	5%	-25%[57.5 µM]	7%	14%
Cc1c(C(N)=O)sc2ncn(CC(=O)N3CCC(C)CC3)c(=O)c12	14%	i	3%	-16%	6	-8%	i	1%	2%
COc1cccc(NC(=O)N2CCN(c3nnnn3-c3ccccc3)CC2)c1	11%	i	-22%	-17%[0.397 µM]	-4	9%	i	-2%	9%
O=C1NC[C@H](CCCCN2CCN(Cc3ccccc3)C(=O)C2=O)N(CC2CCCCC2)C1=O	-2%	i	-8%	7%	-20	-1%	-9%	-2%	3%
O=C(CN1CCOCC1)Nc1ccc(Br)cc1	-10%	i	-6%	?	-7	6%	i	-2%	31%[activator]
O=C(CSc1nc2ccccc2nc1Cc1ccccc1)N1CCCc2ccccc21	40%	.	8%	?	.	.	i	.	-16%
Cc1nccn1-c1ccc(C(F)(F)F)cc1NC=O	-18%	.	12%	2%	5	0%	-7%[57.5 µM]	8%	0%
O=C1CCCN=C(Nc2ccc(F)c(Cl)c2)S1	4%	i	-18%	3%	11	3%	-20%	13%	4%
CCCOc1ccc(N2C(=O)CC(NCCCN3CCC(C(N)=O)CC3)C2=O)cc1 (stereo unspecified)	16%	i	0%	6%	-6	-6%	i	-1%	5%

Four entries already listed, sorted by molar mass, highest first.
SMILES	FUS suppressor	pAkt inh	Abeta rescue	TDP-43 yeast inh	D3 antag	GLP-1R agonist	PTHR1 agonist	aSyn yeast inh	GLP1R inv ag
CCCOc1ccc(N2C(=O)CC(NCCCN3CCC(C(N)=O)CC3)C2=O)cc1 (stereo unspecified)	16%	i	0%	6%	-6	-6%	i	-1%	5%
COc1cccc(NC(=O)N2CCN(c3nnnn3-c3ccccc3)CC2)c1	11%	i	-22%	-17%[0.397 µM]	-4	9%	i	-2%	9%
CCCCC1(C(=O)OCC)CC(CSC(=N)N)OC1=O (stereo unspecified)	-19%	i	-5%	-14%	6	6%	-1%	2%	14%
O=C1CCCN=C(Nc2ccc(F)c(Cl)c2)S1	4%	i	-18%	3%	11	3%	-20%	13%	4%

One compound at a time, as listed above.
`Cc1nccn1-c1ccc(C(F)(F)F)cc1NC=O` as listed: FUS suppressor: -18%; pAkt inh: .; Abeta rescue: 12%; TDP-43 yeast inh: 2%; D3 antag: 5; GLP-1R agonist: 0%; PTHR1 agonist: -7%[57.5 µM]; aSyn yeast inh: 8%; GLP1R inv ag: 0%
`O=C(CN1CCOCC1)Nc1ccc(Br)cc1` as listed: FUS suppressor: -10%; pAkt inh: i; Abeta rescue: -6%; TDP-43 yeast inh: ?; D3 antag: -7; GLP-1R agonist: 6%; PTHR1 agonist: i; aSyn yeast inh: -2%; GLP1R inv ag: 31%[activator]
